DDE Tn7 FP inh: DD(E)-Tn7 binding inhibition, primary FP screen | P02675 | FP displacement of FITC-Tn7 peptide from fibrin DD(E); 0% = median of compound wells per plate | inhibition, % at 8.3 µM | 370,000 compounds, 0.13% hits | AID 720508;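 active means inhibition above the mean of compounds falling within the control limits plus 3 SD of them, cut at about 14% in these data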;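 further: 0% = plate median of compound wells and 100% = 10 µM Aha-Tn7 peptide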
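Assay system: human fibrin DD(E) protein / Input: 2 µM fibrin DD(E) / Benchmarks: high control of 10 µM Aha-Tn7 peptide / Measured by: fluorescence polarization of the labelled Tn7 tracer / Medium: Tris buffer with calcium and detergent, pH 7.8 / Timing: 10 min compound pre-incubation, 3 h probe incubation at room temperature / Repeats: one replicate per compound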
ASAP1 GAP inh: ASAP1 ArfGAP inhibition | Q9ULH1 | 360,000 compounds, 0.19% hits | ASAP1-stimulated ARF1 GTP hydrolysis, GDP FP detection | inhibition, % at 16.5 µM; in the data active means inhibition above about 25%;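 further: 0% = vehicle with enzyme and substrate and 100% = no enzyme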
Target sequence (Q9ULH1 325-724 limits assumed): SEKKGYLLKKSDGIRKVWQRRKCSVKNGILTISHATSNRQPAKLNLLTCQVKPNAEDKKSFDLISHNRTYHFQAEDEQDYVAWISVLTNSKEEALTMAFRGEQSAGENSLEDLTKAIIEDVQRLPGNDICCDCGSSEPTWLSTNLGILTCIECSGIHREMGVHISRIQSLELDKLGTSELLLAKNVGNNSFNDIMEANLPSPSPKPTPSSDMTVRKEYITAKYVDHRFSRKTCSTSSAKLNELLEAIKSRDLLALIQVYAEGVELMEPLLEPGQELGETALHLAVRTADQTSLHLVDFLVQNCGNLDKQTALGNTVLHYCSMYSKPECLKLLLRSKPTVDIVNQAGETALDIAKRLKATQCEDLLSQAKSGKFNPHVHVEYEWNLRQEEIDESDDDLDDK
MBD2 DNA inh: blocks human MBD2 binding to methylated DNA; TR-FRET, MBD2 binding to methylated oligonucleotide; inhibition, % at 4.4 µM; 370,000 compounds, 0.31% hits; in the data active means inhibition above about 13%
PLCb3 inh: inhibitors of human phospholipase C beta3 | AID 720704 | Purified PLC-beta3, fluorogenic substrate, fluorescence | Q01970 | 370,000 compounds, 0.18% hits | inhibition, % at 12.2 µM; in the data active means inhibition above about 11%;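 further: 0% = median of compound wells on plate and 100% = full blocker control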
PLC-gamma1 inh: inhibitors of human phospholipase C gamma1; P19174; purified PLC-gamma1, fluorogenic substrate, fluorescence; inhibition, % at 12.2 µM; 370,000 compounds, 0.84% hits; AID 720700; in the data active means inhibition above about 9.5%
UHRF1 MBD2 ctr: human UHRF1 methylated DNA binding inhibitors. Q96T88. UHRF1 binding to methylated oligo, TR-FRET. inhibition, % at 4.4 µM. 370,000 compounds, 0.75% hits; in the data active means inhibition above about 21%;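 further: UHRF1 SRA domain binding a hemimethylated CpG hairpin DNA probe; 0% = median of test compound wells and 100% = reference inhibitor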
proKLK7 act: activators of human kallikrein-7 zymogen. purified proKLK7, EDANS-DABCYL substrate fluorescence; 100% is mature enzyme control, 0% vehicle. 370,000 compounds, 0.9% hits. P49862. activation, % at 7 µM;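 active means activation above the mean of all tested compounds plus 3 SD, computed per campaign excluding outliers beyond control limits, cut at about 13% in these data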
Target sequence (P49862 whole entry, looked up): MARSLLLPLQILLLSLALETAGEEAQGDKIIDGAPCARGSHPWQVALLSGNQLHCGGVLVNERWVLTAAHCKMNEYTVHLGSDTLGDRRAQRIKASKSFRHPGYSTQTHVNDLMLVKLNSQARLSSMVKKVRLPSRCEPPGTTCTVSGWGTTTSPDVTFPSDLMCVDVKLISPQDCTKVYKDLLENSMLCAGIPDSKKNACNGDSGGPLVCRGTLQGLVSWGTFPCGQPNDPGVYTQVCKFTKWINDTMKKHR
ARFGAP1 inhibitor: inhibits rat ARF GTPase activating protein 1. Arfgap1-stimulated ARF1 GTP hydrolysis, GDP FP detection. inhibition, % at 16.5 µM. 360,000 compounds, 0.26% hits. AID 651572;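 active means inhibition above a per-plate limit, mean inhibition of low control wells plus 3 SD, cut at about 25% in these data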;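 further: 0% = DMSO wells with enzyme and 100% = wells lacking Arfgap1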
Target sequence (Q62848 1-136 limits assumed): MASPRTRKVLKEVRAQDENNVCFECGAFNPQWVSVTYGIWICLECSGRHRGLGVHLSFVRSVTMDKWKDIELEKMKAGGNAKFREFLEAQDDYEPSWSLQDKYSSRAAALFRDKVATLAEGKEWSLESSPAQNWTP
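Material: truncated rat Arfgap1 GAP domain; Incubation: compound-enzyme preincubation 20 min, reaction 120 min, detection 60 min, 25 °C; Read-out: percent inhibition of Arfgap1-stimulated GTP hydrolysis; Technique: FP, GDP Alexa 633 tracer displaced from anti-GDP antibody, 620/688 nm; Controls: No-Arfgap1 wells (100%) versus DMSO full-reaction wells (0%); Replication: single well per compound.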
ADAM17 inh: inhibitors of human ADAM17. recombinant ADAM17, EDANS/DABCYL FRET peptide cleavage. 370,000 compounds, 0.83% hits. inhibition, % at 6.95 µM. AID 720648. P78536;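 active means inhibition above the mean of compounds lying between control limits plus 3 SD, set per campaign, cut at about 8.5% in these data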;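 further: 0% = DMSO-only wells as the low control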
Tn6 DDE FP: DD(E)-Tn6 binding inhibition, primary FP screen | 370,000 compounds, 0.21% hits | AID 720509 | Fibrin DD(E) TRITC-Tn6 fluorescence polarization displacement | P02675 | inhibition, % at 8.3 µM;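 active means inhibition above a per-campaign cutoff: mean of compounds within control limits plus 3 SD, cut at about 15% in these data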;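 further: 0% = median of all compound wells on the plate and 100% = blocking peptide control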
An asterisk follows results filed as active; i = inactive.

proKLK7 act,MBD2 DNA inh,Tn6 DDE FP,ASAP1 GAP inh,PLCb3 inh,PLC-gamma1 inh,ARFGAP1 inhibitor,ADAM17 inh,UHRF1 MBD2 ctr,DDE Tn7 FP inh,SMILES
-0.3,0.2,7.2,1.5,-5.5,-0.5,2.7,-3.0,2.3,3.2,CC(C(=O)Nc1cccc([N+](=O)[O-])c1)N1C(=O)NC2(CCCC2)C1=O (configuration not stated)
0.0,2.3,-0.8,-2.9,-16.0,-7.3,3.9,-1.9,-0.7,-3.2,CN(C)CCCNc1oc(-c2ccccc2Cl)nc1S(=O)(=O)c1ccccc1
0.1,6.8,-1.0,4.3,-3.7,-3.4,8.3,-2.1,0.3,2.9,O=C(CSc1n[nH]c(-c2ccccc2O)n1)N1CCCc2ccccc21
-0.2,0.7,-0.3,2.6,7.6,3.4,8.3,3.3,-2.8,-1.4,CCN(CC)CCCNC(=O)/C(=C\c1cccn1C)NC(=O)c1cccs1
580.8*,-1.2,-1.9,-14.1,i,i,-1.0,i,-3.5,0.4,O=C(Oc1ccc2ccc(=O)oc2c1)c1cccs1
-39.3,0.1,-1.4,1.9,-212.9,-151.1,3.1,-82.8,0.0,-1.5,COc1cc(C#Cc2c(-c3cncn3C)n(C)c3ccc(-c4ccc(CN5CCOCC5)cc4)cc23)cc(OC)c1
-0.5,-1.8,-6.3,2.4,-2.9,5.3,0.9,16.7*,1.4,-10.2,CC(C)(C)c1ccc(OCCC(=O)OCC(=O)NC(=O)NC2CCCC2)cc1
-0.1,1.9,-6.0,-3.1,1.7,-0.2,-5.5,-3.0,0.0,0.3,CCOc1ccc(OCc2ccc(C(=O)N3CCOCC3)cc2)cc1
3.4,-3.3,3.2,21.1,3.7,3.0,33.7*,-0.4,-3.6,-0.9,Cc1cccnc1Nc1nc(-c2ccc(O)cc2O)cs1
-0.1,-0.1,3.0,10.0,0.9,-0.8,4.7,-3.5,0.8,5.2,COCCCNC(=S)Nc1ccccc1C
0.5,2.6,-1.1,-4.6,-5.0,-1.7,8.2,-6.8,1.5,8.3,Cc1cccc(C(=O)NCC(=O)OCC(=O)N(C)CC(=O)Nc2ccccc2Cl)c1
-0.2,2.0,-2.9,-1.4,-20.1,-19.9,11.9,-5.1,-4.8,7.0,CC1=C(C(=O)Nc2cccnc2)C(c2cccnc2)n2nc(-c3cccs3)nc2N1 (configuration not stated)
-1.1,-1.8,2.8,-2.3,-0.7,-0.7,3.1,4.4,0.3,3.7,O=C(Cc1ccccc1)Nc1c(C(=O)N2CCOCC2)cnn1-c1ccccc1
0.3,1.5,0.0,-11.6,2.4,4.0,-6.2,2.1,24.3*,1.8,O=C(Cc1ccccc1)NN1C(=O)C2C(C1=O)C1C=CC2C12CC2 (configuration not stated)
-2.7,6.5,-4.3,5.5,-18.6,-13.0,10.9,-12.3,-2.6,2.3,Cc1ccc(NC(=S)NNC(=O)c2ccccc2O)c(C)c1
0.8,-2.1,3.1,-1.2,-6.0,0.1,7.3,2.2,3.3,-6.3,O=C(NNC(=O)C1CC1)c1cc(Cl)nc2ccccc12
0.0,2.6,-2.5,-7.8,0.9,-0.1,-4.6,-3.5,-0.4,-3.5,COc1ccc(C(=O)NC(C(=O)NCc2ccccn2)C(C)C)cc1 (configuration not stated)
-0.2,-1.4,1.0,2.3,1.1,1.0,2.5,3.4,1.6,-5.9,Nc1nc(SCC(=O)Nc2ccccc2)[nH]c(=O)c1NC(=O)c1cccs1
1.2,-2.0,6.1,-6.0,-53.4,-45.4,-10.1,-31.6,0.2,2.9,CCCOc1ccc2oc(=O)c3c(c2c1)CCCN3C(=O)CN1CCCC(C(=O)OCC)C1 (configuration not stated)
0.3,-5.4,-3.2,3.2,-2.4,3.4,6.5,5.9,1.9,-8.9,c1ccc2sc(SCc3ccc(-c4nnco4)cc3)nc2c1

Full records, looked up by structure. Values in the order: proKLK7 act	MBD2 DNA inh	Tn6 DDE FP	ASAP1 GAP inh	PLCb3 inh	PLC-gamma1 inh	ARFGAP1 inhibitor	ADAM17 inh	UHRF1 MBD2 ctr	DDE Tn7 FP inh
`COc1ccc(C(=O)NC(C(=O)NCc2ccccn2)C(C)C)cc1` (configuration not stated) is listed as 0.0	2.6	-2.5	-7.8	0.9	-0.1	-4.6	-3.5	-0.4	-3.5
`CC(C)(C)c1ccc(OCCC(=O)OCC(=O)NC(=O)NC2CCCC2)cc1` is listed as -0.5	-1.8	-6.3	2.4	-2.9	5.3	0.9	16.7*	1.4	-10.2
`O=C(Cc1ccccc1)NN1C(=O)C2C(C1=O)C1C=CC2C12CC2` (configuration not stated) is listed as 0.3	1.5	0.0	-11.6	2.4	4.0	-6.2	2.1	24.3*	1.8

The results go on.
proKLK7 act,MBD2 DNA inh,Tn6 DDE FP,ASAP1 GAP inh,PLCb3 inh,PLC-gamma1 inh,ARFGAP1 inhibitor,ADAM17 inh,UHRF1 MBD2 ctr,DDE Tn7 FP inh,SMILES
-0.5,-2.3,0.8,6.9,4.6,-0.5,9.2,-1.2,3.7,-6.2,CC(C)CN(C(=O)c1ccc(-n2cncn2)c([N+](=O)[O-])c1)C1CCS(=O)(=O)C1 (configuration not stated)
0.1,1.4,2.3,8.9,-4.8,-3.8,-4.6,-5.1,2.0,1.9,CCOC(=O)c1c(NC(=O)CN2CCCc3ccccc32)sc(C(C)=O)c1C
0.2,-6.0,-4.2,-1.1,-7.5,-2.4,1.0,-3.4,1.2,-1.0,CCc1sc(C(=O)N2CCN(CC(=O)Nc3cccc(F)c3)CC2)cc1C
-0.5,3.9,-5.9,9.7,-4.3,4.8,14.2,-3.2,12.8,2.3,CN(C)CC/C=C1\c2cc(F)ccc2CSc2ccccc21
-51.9,-3.7,1.6,-9.9,-0.1,-1.1,-2.3,-4.9,1.3,5.7,CCC(CC)C(=O)Nc1cccc(-c2nc3ccccc3o2)c1
0.5,2.8,-2.0,-4.9,5.2,3.0,-7.0,-1.5,-2.5,7.4,N/C(=N\OC(=O)c1ccc(Br)o1)c1ccccn1
1.0,5.1,-3.5,-12.2,-0.4,0.6,-1.3,-3.9,-1.9,-6.0,C#CCOCCOCCOCCNc1nc(N2CCOCC2)nc(N2CCN(C(=O)[C@H](Cc3cc4ccccc4[nH]3)n3cc([C@@H](N)Cc4ccc(O)cc4)nn3)CC2)n1
-0.8,-1.9,3.4,8.7,-9.7,-2.0,16.1,-0.5,-1.2,1.2,O=C(Cn1cc(/C=N/NC(=O)c2cccc3ccccc23)c2ccccc21)Nc1ccc(F)cc1
-0.6,1.2,-3.0,-17.3,2.3,0.1,0.6,-4.5,-2.1,1.1,CC(C)(C)c1ccc(OCCCNC2CCCC2)cc1
-0.2,1.0,3.1,-12.5,0.9,-3.5,-7.7,-3.0,-1.2,3.4,O=C(COC(=O)c1ccccc1C(=O)c1ccc(Cl)c([N+](=O)[O-])c1)NC1CCCCCC1
0.0,1.6,-1.7,-5.6,-10.3,-8.9,-8.1,-4.1,0.1,3.6,CCOC(=O)C1=C(N)OC2=C(C(=O)CC(C)(C)C2)C1c1ccco1 (configuration not stated)
0.3,0.6,0.3,-13.2,-3.6,-1.2,-16.1,0.4,-0.1,4.2,CCCN1C2CCCC1CC(NC(=O)c1cc(OC)cc(OC)c1)C2 (configuration not stated)
-0.1,-3.8,-4.5,8.5,0.4,3.8,3.1,2.0,-1.6,-11.9,COC(=O)c1c(C)oc2ccc(OC(=O)N3CCOCC3)cc12
-0.5,6.5,-6.8,12.5,2.7,5.0,-1.4,-3.8,1.7,-12.4,CCCC(=O)N(Cc1cc(=O)[nH]c2ccccc12)c1ccc(C)cc1C
0.3,0.6,2.8,14.6,-5.9,-3.1,-0.6,-1.2,2.2,-3.1,O=C(NCc1ccc(F)cc1)c1ccc(CS(=O)Cc2ccccc2Cl)o1 (configuration not stated)
-0.5,1.3,-2.5,-17.3,-18.9,-8.9,15.1,-14.8,0.7,-5.1,CCn1cc(C(=O)NCC(=O)NC(C)(C)CO)c(=O)c2cc3c(cc21)OCO3
-0.1,4.7,-0.1,-6.2,-3.1,-2.7,-7.0,3.9,-1.3,2.9,CCN(CC)S(=O)(=O)c1cc(C(=O)OCC(=O)NC(=O)c2cccn2C)ccc1C
-0.1,0.9,6.0,7.8,-164.8,1.0,-6.3,0.4,3.9,0.6,CCN(CC)S(=O)(=O)c1ccc(/C=C/C(=O)Nc2ccc(N3CCOCC3)cc2)cc1
0.3,0.4,-13.6,7.7,2.0,2.7,-3.8,-0.5,1.2,-2.0,Cc1ccccc1Cn1ccc(NC(=O)c2cnn3cccnc23)n1
-0.2,-0.3,0.1,-13.3,3.1,-0.2,-13.6,0.1,0.0,-3.5,N/C(Cn1cncn1)=N\NC(=O)C(=O)Nc1cccc(C(F)(F)F)c1
-0.1,-2.9,-5.7,0.7,-0.6,1.4,1.0,-0.5,0.7,0.5,CCc1ccc2c(c1)C(c1ccc([N+](=O)[O-])cc1)=NNC(c1ccc(C)cc1)=N2
0.0,1.8,0.2,-3.4,-0.2,-1.0,-0.8,-2.6,13.5,5.2,O=C(c1cncc(Br)c1)N1CCN(c2ccc([N+](=O)[O-])cc2)CC1
-0.2,-7.5,0.8,-17.3,6.1,12.1*,2.1,5.5,0.6,-3.4,Cc1nc(-c2ccncc2)nc(NCCNc2ncccc2C(F)(F)F)c1Cl
-0.2,-5.8,4.5,4.1,1.4,-0.6,0.2,-2.4,-1.5,-3.6,O=C(NC1CC1)C1=C[C@@H](C2CC2)C[C@@H](OCCCCO)O1
-0.3,7.8,-2.0,0.9,-2.8,5.5,13.4,-4.0,6.2,9.4,CCOCc1cc(C2NC(=O)NC(C)=C2C(=O)OCC)ccc1OC (configuration not stated)
-0.6,0.8,1.4,10.9,1.9,0.3,10.1,-0.7,0.1,-3.2,CCOc1ccc(C(=O)NCC2CCCO2)cc1OCC (configuration not stated)
-0.1,-0.1,3.8,-9.3,2.8,-2.5,2.1,1.4,-0.2,-4.3,O=C(OCC(=O)N1CCc2ccccc2C1)c1cccs1

High-throughput results as filed in PubChem BioAssay.
